# Assay outcomes as filed in PubChem BioAssay.
# HTRA1 inhibitor – HTRA1 serine protease inhibitors, primary screen, biochemical, fluorescence polarization, HTS; inhibition, % at 5.96 µM; Q92743; 340,000 tested, 0.5% active; recombinant HTRA1, FP-rhodamine activity-based probe; in the data active = inhibition above about 36%;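 also: 0% = enzyme with DMSO and 100% = wells lacking enzyme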
# Target sequence (Q92743 whole entry, looked up): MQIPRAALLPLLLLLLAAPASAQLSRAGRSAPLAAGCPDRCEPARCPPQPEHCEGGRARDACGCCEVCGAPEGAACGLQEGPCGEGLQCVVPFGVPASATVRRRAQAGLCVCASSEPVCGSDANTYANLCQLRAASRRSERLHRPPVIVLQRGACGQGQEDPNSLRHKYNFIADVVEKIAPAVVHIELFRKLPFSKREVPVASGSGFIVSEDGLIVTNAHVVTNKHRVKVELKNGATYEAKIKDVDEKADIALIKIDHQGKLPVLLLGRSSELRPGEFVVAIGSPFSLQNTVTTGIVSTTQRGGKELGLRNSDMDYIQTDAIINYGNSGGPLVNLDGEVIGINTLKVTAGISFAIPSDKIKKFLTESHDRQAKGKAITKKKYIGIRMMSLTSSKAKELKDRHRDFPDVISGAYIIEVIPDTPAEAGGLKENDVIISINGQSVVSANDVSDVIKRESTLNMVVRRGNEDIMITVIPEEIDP
# GC-B act – human GC-B receptor activators, primary screen, HEK293 GC-B cells, cGMP TR-FRET, EC30 CNP | AID 1920062, 2024 | 370,000 tested, 0.11% active | Atrial natriuretic peptide receptor 2 (Homo sapiens), P20594 | activation, % at 10 µM | 0% at EC30 CNP, 100% saturating CNP;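 active = activation at 10 µM reaching about 35% in either raw or pattern-adjusted values, limit read from the data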
# NPR1 activator – GC-A stimulated cGMP production enhancers – HEK293 GC-A cells, cGMP TR-FRET, EC30 ANP, primary screen; activation, % at 10 µM; Atrial natriuretic peptide receptor 1 (Homo sapiens), P16066; 0% at EC30 ANP, 100% saturating ANP; 370,000 tested, 0.14% active; AID 1671463, 2021; in the data active = activation above about 40%
# * = called active by the depositor; x = no result given. The list is partial. The share of hits here may be higher or lower than overall.
cpd	compound	HTRA1 inhibitor	GC-B act	NPR1 activator
1	CN(C(=O)COC(=O)c1cccc(S(=O)(=O)N2CCOCC2)c1)C1CCS(=O)(=O)C1 (configuration not stated)	0	x	x
2	CC(C)C(=O)N1CCN(c2ccccc2NC(=O)c2ccc3c(c2)OCCO3)CC1	-3	x	x
3	Cc1nc2ccccc2c2oc(C(=O)N3CCC(N4CCCCC4)CC3)cc12	-2	x	x
4	Cc1ccc2[nH]c(=O)c(CN(c3cccc(C)c3C)S(=O)(=O)c3ccccc3)cc2c1	-4	x	x
5	O=C(O)COc1ccc(/C=C/C(=O)c2ccc3ccccc3c2)cc1	-21	x	x
6	CCc1cc(=O)oc2cc(OCc3nn[nH]n3)ccc12	3	x	x
7	O=C(/C=C\c1ccccc1)NCC(=O)N/N=C/c1ccc(O)cc1O	3	x	x
8	Cc1ccc2cccc(S(=O)(=O)NC3CCS(=O)(=O)C3)c2n1 (configuration not stated)	0	2	0
9	C=CCNC(=O)CSc1nnc(-c2ccccc2Cl)n1-c1c(C)n(C)n(-c2ccccc2)c1=O	3	-3	1
10	COc1ccc(NC(=O)CN(C)S(=O)(=O)c2ccc(Cl)cc2)c([N+](=O)[O-])c1	5	-2	5
11	CCn1cc([N+](=O)[O-])c(C(=O)Nc2nc(-c3ccc(C)cc3)c(C)s2)n1	-7	-2	1
12	O=C(Nc1cnn(Cc2ccc(F)cc2)c1)c1cc(-c2cccs2)on1	-9	3	5
13	O=C(c1ccc(S(=O)(=O)N2CCOCC2)cc1)N(c1ccccc1)C1C=CS(=O)(=O)C1 (configuration not stated)	-5	1	2
14	COc1ccc(CN(Cc2ccccn2)C(=O)CN2C(=O)COc3ccccc32)cc1	-3	2	-5
15	CC(C)NS(=O)(=O)c1ccc(OCC(=O)NCC2CCCO2)c(Cl)c1 (configuration not stated)	3	-5	-1
16	Cc1ccc(Cn2nc(C)c(NC(=O)c3cc(-c4ccco4)on3)c2C)cc1	-8	-1	2
17	Cc1onc(-c2ccccc2Cl)c1C(=O)N1CC(C)OC(C)C1 (configuration not stated)	2	-1	1
18	CC(C)c1cc(C(=O)Nc2cccnc2)no1	1	-1	3
19	S=C(Nc1ccc(Cl)c(Cl)c1)NC1CCCCC1	-18	6	3
20	CC(O)(CS(=O)(=O)Cc1ccc(Cl)cc1)C(=O)Nc1cccc(C(F)(F)F)c1 (configuration not stated)	-9	-5	0
21	CCOC(=O)CNC(=O)Cn1cnc2c(nnn2-c2ccc(F)cc2)c1=O	8	-1	6
22	CCCCCCCCN=C1NC(=O)CS1	2	-1	-4
23	CN(C)CCSc1nc(N)c2c3c(sc2n1)COC(C)(C)C3	-1	-6	5
24	CCc1[nH]c(=O)c(C#N)c2c1CSC(C)(C)C2	1	-1	6
25	COc1ccc(NC(=O)CC2C(=O)N(c3ccc(Cl)cc3)C(=S)N2CCc2ccncc2)cc1 (configuration not stated)	-24	-10	-3
26	Cc1cccc(-n2ncc3c(Nc4c(C)n(C)n(-c5ccccc5)c4=O)ncnc32)c1	-1	-5	-4
27	CCc1c(O)nc(SCc2ccccc2)n(C(C)CC)c1=O (configuration not stated)	4	-2	1
28	Cn1c(SCc2ccc(F)cc2)nnc1-c1cccs1	5	1	5
29	Cc1nc(Nc2ccc(O)cc2)c2c3c(sc2n1)CCCC3	-2	-2	-8
30	CCOC(=O)c1c(C)[nH]c(C(=O)OCC(=O)NC(C)C)c1C	5	-2	2
31	O=C(O)c1ccc(CNC(=O)c2ccc(Br)o2)cc1	5	-3	2
32	CCc1nnc(NC(=O)CSc2ncc(-c3ccccc3)[nH]2)s1	-3	1	-8
33	COc1ccc(CN2CCN(C(=O)c3cc(OC)c(OC)c(OC)c3)CC2)cc1OC	3	-2	1
34	Cc1cnn(-c2cc(N/N=C/c3ccccc3)ncn2)c1	0	-2	-2
35	C=CCNC(=O)C1CCN(c2nc(C)cc(-c3ccccc3)n2)CC1	-7	-2	-1
36	Cc1cc(NC(=O)c2noc3c2CCCCC3)no1	0	6	2
37	CC1(C)CN(c2ccccc2)N(C(=O)c2ccc(F)cc2)C1=O	27	-5	-6
38	CCOc1ccccc1N1CCN(C(=O)c2cc(C)oc2C)CC1	-4	-2	-3
39	CCCCNC(=O)CSc1nnc(-c2c[nH]c3ccccc23)n1CC1CCCO1 (configuration not stated)	-3	-1	2
40	COc1cccc(C(=O)n2cnnc2N)c1OC	2	3	0

# The closing 6 entries of the section before are carried over, then new ones follow:
cpd	compound	HTRA1 inhibitor	GC-B act	NPR1 activator
35	C=CCNC(=O)C1CCN(c2nc(C)cc(-c3ccccc3)n2)CC1	-7	-2	-1
36	Cc1cc(NC(=O)c2noc3c2CCCCC3)no1	0	6	2
37	CC1(C)CN(c2ccccc2)N(C(=O)c2ccc(F)cc2)C1=O	27	-5	-6
38	CCOc1ccccc1N1CCN(C(=O)c2cc(C)oc2C)CC1	-4	-2	-3
39	CCCCNC(=O)CSc1nnc(-c2c[nH]c3ccccc23)n1CC1CCCO1 (configuration not stated)	-3	-1	2
40	COc1cccc(C(=O)n2cnnc2N)c1OC	2	3	0
41	CCc1sc(C(=O)N2CCN(S(C)(=O)=O)CC2)cc1Br	6	1	7
42	Cc1csc(NC(=O)CSc2nnc(-c3ccc(S(=O)(=O)N4CCCC4)cc3)o2)n1	1	-6	1
43	CCc1c(C)sc(NC(=O)CC#N)c1C#N	10	-3	6
44	O=c1/c(=C\c2cccnc2)sc2nc3ccccc3n12	5	-10	-3
45	CCn1c(-c2cc(-c3ccc(OC(C)C)cc3)nc3ccccc23)n[nH]c1=S	-9	-5	4
46	CN(Cc1ccccc1)c1ncnc2c1cnn2-c1ccccc1	-23	4	2
47	COc1cc(C(=O)NCCC(=O)NCCCN2CCCCC2C)cc(OC)c1OC (configuration not stated)	-2	2	1
48	COCCn1c(COc2ccc(Cl)cc2)nnc1SCC(N)=O	-1	-1	0
49	CCOC(=O)C1=C(O)C(=O)N(c2ccc(S(N)(=O)=O)cc2)C1c1ccc(OC)cc1 (configuration not stated)	1	2	0
50	CCOCC(=O)Nc1cc(-c2cn3cccnc3n2)ccc1C	11	1	0
51	CC(=O)Nc1ccc(NS(=O)(=O)c2ccc(Cl)c(C(=O)O)c2)cc1	-4	0	3
52	O=C(NCCC1=CCCCC1)C1CCN(S(=O)(=O)c2cccs2)CC1	-3	4	-1
53	Clc1ccccc1Cn1nnc2c(Nc3ccccc3)ncnc21	-31	-3	-1
54	CC(=O)c1cccc(NC(=O)NCCS(C)=O)c1 (configuration not stated)	4	1	3
55	O=C(CSc1nc2cc(Cl)ccc2o1)Nc1ccc(N2CCOCC2)cc1	5	-2	1
56	Cc1ccc(-n2nnc3c(=O)n(CC(=O)N4CCCC4)cnc32)cc1	-5	3	-1
57	COc1ccc(C(=O)Cn2c(Br)nc3c2c(=O)n(C)c(=O)n3C)cc1	3	-1	0
58	CCn1c2ccccc2c2cc(NC(=O)c3cccc(OC)c3)ccc21	-2	0	-3
59	O=C(Nc1ccccc1)N1CCCC(c2nc(-c3cccs3)no2)C1 (configuration not stated)	-7	-1	-1
60	COc1cccc(N2CCN(C(=O)c3cccnc3)CC2)c1	5	2	1
61	CCN1CCN(S(=O)(=O)c2ccc3ccccc3c2)CC1	2	0	4
62	COc1cc2c(cc1NC(=O)c1cccc([N+](=O)[O-])c1C)oc1ccccc12	-16	1	-3
63	CCn1c(=O)cc(SCC(=O)NCCCN2CCN(c3ccccc3F)CC2)c2ccccc21	7	-9	-14
64	Cc1ccc(-n2nnc3c(=O)n(CC(=O)N4CCC(C)CC4)cnc32)cc1	3	-3	4
65	CCOc1ccc(C(=O)CCC(=O)O)cc1	2	-6	-3
66	Cc1ccc(-c2nnn(CC(=O)N(Cc3ccccc3)C(C(=O)NC(C)(C)C)c3ccncc3)n2)o1 (configuration not stated)	3	-10	-2
67	COc1ccc(-n2ncc3c(N4CCCc5ccccc54)ncnc32)cc1	-24	-3	0
68	N#Cc1ccccc1NC(=O)c1ccccc1OCC(=O)NCc1ccco1	-2	-5	1
69	CCOC(=O)c1cc(NC(=O)N(CC)C2CCCCC2)c(C)nc1C	1	-3	0
70	COc1ccc(-c2nnn(CC(=O)N3CCOCC3)n2)cc1	3	-2	3
71	COc1cccc(OCc2nc3ccccc3c(=O)n2N)c1	3	3	0
72	O=C(NCc1cccnc1)C1c2ccccc2C(=O)N1Cc1ccco1 (configuration not stated)	-4	2	0
73	CN(C)S(=O)(=O)c1cccc(-c2nnc(-c3ccccc3)o2)c1	-9	0	4
74	COc1ccc(CNS(=O)(=O)c2ccc3oc(C(=O)O)c(C)c3c2)cc1	-1	1	3
75	CCOC(=O)C(NS(=O)(=O)c1ccc(Br)cc1)C(C)C (configuration not stated)	4	0	-1
76	CCCc1cc(C(N)=O)c(NC(=O)c2cc(C)on2)s1	-19	-2	2
77	Cc1ccc(-n2c(Cn3nc(C(F)(F)F)cc3C)n[nH]c2=S)cc1	-2	-1	5
78	Cc1nnc2sc(-c3ccco3)nn12	-1	1	0
79	Cc1cccc(NC2(C(F)(F)F)N=C(c3ccccc3)NC2=O)n1 (configuration not stated)	0	6	1
80	COc1cc(OC)nc(NC(=O)CN2CCN(c3ccc(F)cc3)CC2)n1	-3	-1	-2
81	COc1ccc(CCNC(=O)c2cc(-c3cccs3)on2)cc1OC	-10	-6	2
82	CNC(=O)c1sc(N2N=C3/C(=C/c4ccccc4)CCCC3C2c2ccccc2)nc1C (configuration not stated)	-4	34	20
83	COc1ccc(CCNc2cc(=O)[nH]c(N)n2)cc1	3	-1	0
84	CCCn1nnnc1-c1cc(Cl)cc(Cl)c1	8	-3	3
85	O=S(=O)(c1ccc2ccccc2c1)N1CCCCC1	-10	2	-3
86	O=S(=O)(c1ccccc1S(=O)(=O)N1CCCCC1)N1CCCCC1	-4	3	2
87	Cc1cccc(OCC(=O)NC(C)C(=O)N/N=C/c2c(OCc3ccccc3)ccc3ccccc23)c1 (configuration not stated)	-5	-2	-5
88	O=C(NC(=S)Nc1cccc(Cl)c1N1CCCCC1)c1ccco1	-6	-3	-2
89	Cc1nn(-c2ccccc2)c(C)c1/C=N/N1CCN(c2ccccc2)CC1	0	5	0
90	Cc1ccccc1NC(=O)CSc1nc2c(c(-c3ccco3)c1C#N)CCCC2	1	-8	2
91	NC(=O)c1oc2ccccc2c1NC(=O)C1CC(=O)N(c2ccccc2)C1 (configuration not stated)	-6	5	2
92	COc1ccccc1N1CCN(Cc2ccc(OC)c3ccccc23)CC1	-9	-2	-3
93	Cc1cc(C)c(C(=O)CSc2nnc(-c3cccnc3)n2C)c(C)c1	5	-3	2
94	Cc1nc2ccccn2c1/C(O)=C1\C(=O)C(=O)N(CCN2CCOCC2)C1c1cccs1 (configuration not stated)	0	-5	5
95	CCCc1cc(=O)[nH]c(SCC(=O)NC(=O)c2ccccc2)n1	2	0	1
96	CCOC(=O)N1CCC(NC(=O)C2CCN(S(=O)(=O)N3CCC(C)CC3)CC2)CC1	-1	1	7
97	CC(C)c1ccc(NC(=O)NC2CCCCC2)cc1	-6	0	1
98	O=C(CNC(=O)Cc1ccccc1)NCC(=O)OCc1ccc(C(=O)c2ccccc2)cc1	-4	-5	-1
99	COc1ccc(OC)c(-c2cc(C(=O)NCCN3CCOCC3)no2)c1	-1	0	5
100	CCOC(=O)C1=C(O)CCn2c1nc1ccccc12	4	-2	2

# (list continues)
cpd	compound	HTRA1 inhibitor	GC-B act	NPR1 activator
101	CCCCn1c(=O)[nH]c(=O)c2c1ncn2Cc1ccco1	3	-1	-4
102	CCOC(=O)CSc1nnc(CNC(=O)c2cc(OC)c(OC)c(OC)c2)n1C	-4	-5	4
103	COc1cc(S(=O)(=O)N(Cc2ccc(C)cc2)C2CCCCC2)ccc1-n1cnnn1	-34	2	-12
104	COc1ccc(CN2CCOCC2)cc1Br	1	0	1
105	COC(=O)COc1ccc(Oc2cc(C)nc(SC)n2)nn1	-5	-6	2
106	O=C(CSc1nnc2scc(-c3ccc(Cl)cc3)n12)NCc1ccc2c(c1)OCO2	0	-17	-20
107	COc1cc2ncc(C(=O)c3ccccc3)c(N3CCN(Cc4ccccc4)CC3)c2cc1OC	-3	3	3
108	Cc1nc(C)c(C(=O)NCc2ccc(Cl)cc2)o1	-5	5	0
109	N#Cc1nc(COc2cccc(Cl)c2)oc1N1CCN(c2ccccc2)CC1	1	0	3
110	CC(C)(C)C1=Nn2c(nnc2-c2ccccc2F)SC1	-4	3	5
111	CCN1C(=O)/C(=C/c2c(C)nn(C)c2C)SC1=S	0	11	14
112	O=C(NCCCN=C1NS(=O)(=O)c2ccccc21)c1ccc(S(=O)(=O)N2CCOCC2)cc1	-4	-1	-2
113	O=C(Nc1ccc(O)c(-c2nc3ccccc3o2)c1)C1(c2ccccc2)CCCC1	-5	1	10
114	Cc1onc(-c2c(F)cccc2Cl)c1C(=O)NCCCN1CCOCC1	3	3	10

# Five entries out of the list, ordered by molecular weight, rising:
cpd	compound	HTRA1 inhibitor	GC-B act	NPR1 activator
104	COc1ccc(CN2CCOCC2)cc1Br	1	0	1
103	COc1cc(S(=O)(=O)N(Cc2ccc(C)cc2)C2CCCCC2)ccc1-n1cnnn1	-34	2	-12
106	O=C(CSc1nnc2scc(-c3ccc(Cl)cc3)n12)NCc1ccc2c(c1)OCO2	0	-17	-20
107	COc1cc2ncc(C(=O)c3ccccc3)c(N3CCN(Cc4ccccc4)CC3)c2cc1OC	-3	3	3
112	O=C(NCCCN=C1NS(=O)(=O)c2ccccc21)c1ccc(S(=O)(=O)N2CCOCC2)cc1	-4	-1	-2
